Screening results (PubChem BioAssay)
SENP8 inh: SENP8 protease inhibitors, primary screen, biochemical, luminescence | Sentrin-specific protease 8 (Homo sapiens), Q96LD8 | purified SENP8, Z-RLRGG-aminoluciferin cleavage | inhibition, % at 10 µM | hit rate 1.2% among 330,000 | AID 2540, 2010
SENP7 inh: SENP7 protease inhibitors, primary screen, biochemical, luminescence, uHTS | inhibition, % at 5 µM | hit rate 1.5% among 330,000 | Sentrin-specific protease 7 (Homo sapiens), Q9BQF6 | recombinant SENP7, Z-RLRGG-aminoluciferin luminescence, 40 min | AID 434973, 2010;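 active = inhibition above about 50% at the single test dose, limit read from the data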;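 note: plate controls were DMSO with enzyme for no effect and no enzyme buffer wells for full effect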
697 NFkB inh: inhibitors of PMA/ionomycin-induced NF-kB reporter, 697 cells, primary screen, B-cell NF-kB inhibitor project, cell-based, luminescence, uHTS; 697 B-cell NF-kB luciferase reporter, 16 h; hit rate 0.33% among 330,000; inhibition, % at 4 µM; in the data active = inhibition above about 35%
UBC13 polyUb: UBC13 polyubiquitin chain formation inhibitors, primary screen, biochemical, TR-FRET, uHTS | inhibition, % at 20 µM | hit rate 0.47% among 330,000 | Ubiquitin-conjugating enzyme E2 N (Homo sapiens), P61088; in the data active = inhibition above about 45%, passing the limit was not always enough
Target sequence (P61088 whole entry, looked up): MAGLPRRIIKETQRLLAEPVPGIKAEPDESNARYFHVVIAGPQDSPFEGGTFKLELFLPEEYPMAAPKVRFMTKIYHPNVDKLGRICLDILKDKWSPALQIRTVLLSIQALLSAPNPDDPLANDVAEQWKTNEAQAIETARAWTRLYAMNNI
Jurkat NFkB inh: inhibitors of induced NF-kB luciferase reporter, primary screen, TCR NF-kB activation inhibitor project, cell-based, luminescence, uHTS; Jurkat, PMA/ionomycin-induced NF-kB luciferase reporter; inhibition, % at 4 µM; hit rate 0.53% among 330,000; AID 435003, 2010
Gli-Sufu antag: Gli-Sufu pathway antagonists, primary screen, luciferase luminescence, Sufu-KO-LIGHT cells, uHTS | Sufu-KO-LIGHT fibroblasts, Gli luciferase reporter luminescence | AID 588413, 2011 | hit rate 0.74% among 340,000 | inhibition, % at 5 µM;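 active = inhibition above about 55%, limit read from the data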;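 note: 0% = DMSO-treated cells and 100% = wells with medium but no cells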
HKDC1 inhibitor: HKDC1 hexokinase inhibitors, primary screen, biochemical, fluorescence, uHTS; hit rate 0.16% among 340,000; inhibition, % at 20 µM; recombinant HKDC1, G6PDH/diaphorase resazurin coupled fluorescence; Q2TB90;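 active = inhibition above about 35% when tested at 20 µM, limit read from the data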;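 note: plate controls were DMSO wells with enzyme for no effect and DMSO wells lacking enzyme for full effect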
Target sequence (Q2TB90 whole entry, looked up): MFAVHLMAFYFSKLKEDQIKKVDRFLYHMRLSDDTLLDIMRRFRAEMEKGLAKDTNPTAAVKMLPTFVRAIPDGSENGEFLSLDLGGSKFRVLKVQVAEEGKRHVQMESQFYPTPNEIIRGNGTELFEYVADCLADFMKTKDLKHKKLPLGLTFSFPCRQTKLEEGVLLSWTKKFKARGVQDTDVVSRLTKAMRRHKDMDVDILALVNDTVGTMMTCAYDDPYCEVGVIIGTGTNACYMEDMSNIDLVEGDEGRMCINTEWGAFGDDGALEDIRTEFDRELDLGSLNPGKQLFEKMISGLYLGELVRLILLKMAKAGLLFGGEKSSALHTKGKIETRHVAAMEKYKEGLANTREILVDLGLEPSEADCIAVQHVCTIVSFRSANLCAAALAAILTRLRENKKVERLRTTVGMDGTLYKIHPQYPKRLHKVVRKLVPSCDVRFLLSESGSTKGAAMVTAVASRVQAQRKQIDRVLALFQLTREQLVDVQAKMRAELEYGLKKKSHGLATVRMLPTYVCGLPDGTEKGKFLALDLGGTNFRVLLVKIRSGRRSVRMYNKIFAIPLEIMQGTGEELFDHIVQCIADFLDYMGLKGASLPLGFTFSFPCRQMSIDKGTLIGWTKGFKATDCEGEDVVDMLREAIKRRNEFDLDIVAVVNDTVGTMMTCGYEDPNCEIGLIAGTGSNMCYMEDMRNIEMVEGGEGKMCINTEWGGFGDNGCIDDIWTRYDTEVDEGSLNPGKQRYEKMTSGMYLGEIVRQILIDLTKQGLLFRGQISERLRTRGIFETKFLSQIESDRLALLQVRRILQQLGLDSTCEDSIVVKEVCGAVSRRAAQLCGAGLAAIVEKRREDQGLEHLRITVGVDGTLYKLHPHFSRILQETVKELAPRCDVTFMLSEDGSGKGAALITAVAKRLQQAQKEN
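Material – in-house recombinant HK5 (HKDC1) enzyme · Quantity – HKDC1 at 5 µg/mL · Buffer or medium – pH 8.0 Tris buffer with 10 mM MgCl2 · Reagent – glucose with 1 mM ATP · Dosing – single 20 µM dose · Times – reaction time 90 min, room temperature, protected from light · Technique – resorufin fluorescence at 613 nm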
Apaf1 inhib: inhibitors of human Apaf-1 apoptosome, primary screen, biochemical, DEVD-Rh110 fluorescence, uHTS; Apoptotic protease-activating factor 1 (Homo sapiens), O14727; reconstituted apoptosome caspase-3 activity; inhibition, % at 20 µM; hit rate 0.71% among 330,000; active = inhibition of at least 40% at 20 µM;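 note: plate controls were DMSO wells for no effect and DEVD-CHO caspase inhibitor wells for full effect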
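Material: cell-free apoptosome with Apaf-1, procaspase-3 and caspase-9; Buffer or medium: Hepes pH 7.5 with detergent and BSA; Reagent: cytochrome c trigger plus (Z-DEVD)2-Rh110 caspase-3 substrate; Times: compound with Apaf-1, dATP, procaspase-3 30 min, then 50 min reaction, room temperature; Technique: Rh110 fluorescence intensity.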
Active calls of the source: *; · = not tested or not shown. Cut-off read from the data, not from the text of the source, unless noted: active = inhibition above about 50%; inactive = the rest.

SMILES	SENP8 inh	SENP7 inh	697 NFkB inh	UBC13 polyUb	Jurkat NFkB inh	Gli-Sufu antag	HKDC1 inhibitor	Apaf1 inhib
Cc1ccc(NC(=O)c2cc(NC(=O)c3ccco3)ccc2N2CCOCC2)cc1	2.4	-3.8	-4.3	2.7	0.3	17.5	0.8	9.8
CC1CCN(S(=O)(=O)c2ccc3ncn(CC(=O)N(C)C4CCCCC4)c(=O)c3c2)CC1	5.6	2.2	7.7	0.0	13.2	8.9	-4.0	2.1
CCOc1ccc(/C=N/NC(=O)c2ccc(Cn3cc([N+](=O)[O-])cn3)o2)cc1	-9.9	17.5	-6.0	-15.0	-8.6	-13.5	-6.3	4.9
Cc1ccccc1NS(=O)(=O)c1ccc(C(=O)NCC(c2ccco2)N2CCCCC2)cc1 (configuration not stated)	-1.5	-0.4	-48.2	-7.4	21.4	33.7	-1.9	15.0
COc1cc(C2CC(=O)Oc3cc4c(cc32)OCO4)cc(OC)c1OC (configuration not stated)	·	-4.8	-5.2	·	·	-8.9	-6.0	11.0
O=C1CC(SCCO)C(=O)N1c1ccccc1 (configuration not stated)	-10.7	-6.1	10.9	-1.1	-7.8	-1.5	-11.1	-8.1
CCn1c(SCC(=O)c2c[nH]c3ccccc23)nnc1-c1cccs1	0.4	8.2	-0.7	6.5	-1.9	3.6	-11.8	10.6
COc1ccc(C(=O)C2C(c3ccc(-c4ccccc4[N+](=O)[O-])o3)NC(=O)NC2(O)C(F)(F)F)cc1 (configuration not stated)	-1.1	4.5	-3.0	-30.2	3.8	-2.6	13.9	22.4
CN(C)/C(=N\S(=O)(=O)c1ccccc1)c1ccc(Cl)cc1	3.2	3.2	30.2	0.6	-0.4	-3.0	-0.1	0.6
CCCCN(C(=O)CN1C(=O)C2CCCCC2C1=O)c1c(N)n(CCCC)c(=O)[nH]c1=O (configuration not stated)	-1.3	-1.6	5.1	1.3	13.1	-7.6	-3.9	-0.7
CCOC(=O)C1CCN(C(=O)CN(c2ccc(OC)cc2)S(=O)(=O)c2c(C)noc2C)CC1	13.9	-6.1	-0.2	-1.3	-1.1	9.4	-4.4	-4.2
c1ccc(-c2noc(CSc3nc4ccccc4o3)n2)cc1	-13.0	0.7	6.6	4.6	-7.1	5.2	1.1	8.3
FC(F)C(F)(F)c1cc(-c2ccc(Cl)cc2)n[nH]1	-17.9	-19.0	-64.0	3.3	-34.4	-33.0	0.3	16.5
O=c1[nH]n(-c2ccc([N+](=O)[O-])cc2)c(=O)c2ccccc12	-5.7	-7.8	20.1	-18.5	-1.2	48.6	1.3	-5.7
COCCNC(=O)CN(Cc1ccc(OC)cc1)C(=O)CCC(=O)Nc1nccs1	-7.7	-1.5	4.3	0.4	-4.2	-13.1	-4.3	6.4
COC(=O)C1=C(Cn2cnc3ccccc32)NC(=O)NC1c1cc(C)ccc1C (configuration not stated)	-4.3	-0.1	29.9	6.8	9.1	8.1	2.8	-2.5
Cc1ccc(CN2CCC(c3cc(-c4ccc(Cl)cc4)n[nH]3)CC2)cc1	-27.8	0.6	-14.9	24.5	3.0	21.1	0.1	16.5
CCCOC(=O)NC1C(NC(=O)OCCC)N(C)C(=O)N1C (configuration not stated)	-4.2	13.3	-10.7	-6.3	8.0	16.0	-0.8	-6.2
COc1ccc(CCC(=O)NCc2cn3ccsc3n2)cc1	1.5	0.2	10.7	-6.0	7.1	-3.7	10.6	-2.7
S=C(NCc1ccccn1)Nc1ccc(Cl)cc1Cl	-0.8	0.4	-25.3	-0.3	-53.5	6.6	-4.3	12.4
C=CCNC(=O)c1oc2ccc(S(=O)(=O)N(CC)CC)cc2c1C	-4.6	-0.1	-5.4	19.5	-0.7	-11.6	10.7	-12.3
COc1ccc(NC(=O)CCNC(=O)Cn2cnc3sc4c(c3c2=O)CCCC4)c(OC)c1	-7.7	-0.9	-1.8	0.8	-5.3	-24.3	-3.6	12.8
CCN(C(=O)c1cnc(NC(C)C)cc1C(F)(F)F)c1ccc(Cl)cc1	-4.7	-3.3	3.6	-1.0	-2.4	5.3	-4.1	10.8
Cc1cc(NC(=O)c2ccc(C)c([N+](=O)[O-])c2)no1	1.6	-6.3	-9.2	0.1	-16.1	-8.8	12.7	-2.8
COc1cc(-c2nnc(-c3cc(OC)c(OC)c(OC)c3)o2)cc(OC)c1OC	4.5	-0.6	16.8	11.3	-3.0	11.6	-5.5	1.1
CCN(C(=O)c1ccc(S(=O)(=O)N2CCOCC2)cc1)C1CCS(=O)(=O)C1 (configuration not stated)	-4.1	0.1	6.1	-3.7	5.6	-0.5	-5.0	-1.5
CCC(C)(C)NC(=O)CN(CC1CCCO1)C(=O)CCC(=O)Nc1nccs1 (configuration not stated)	2.3	2.4	9.3	3.0	-3.8	-3.4	-5.1	0.8
CCCCn1c(CCC(=O)O)nc2cc(S(=O)(=O)N3CCCC3)ccc21	-16.4	-7.9	-19.6	-10.1	-9.3	8.2	-5.4	5.9
COc1ccc(C2C(C#N)=C(N)N(N(C)C)C3=C2C(=O)CC(C)(C)C3)cc1OC (configuration not stated)	4.5	9.7	-15.2	2.0	-6.0	4.2	-3.6	4.2
O=C(CCn1nc(-c2ccc(Cl)cc2)ccc1=O)N1CCN(c2ccccc2)CC1	-3.2	4.4	8.6	5.8	-7.1	5.3	-2.1	20.0

The list goes on, starting with the last 2 of the part before.
SMILES	SENP8 inh	SENP7 inh	697 NFkB inh	UBC13 polyUb	Jurkat NFkB inh	Gli-Sufu antag	HKDC1 inhibitor	Apaf1 inhib
COc1ccc(C2C(C#N)=C(N)N(N(C)C)C3=C2C(=O)CC(C)(C)C3)cc1OC (configuration not stated)	4.5	9.7	-15.2	2.0	-6.0	4.2	-3.6	4.2
O=C(CCn1nc(-c2ccc(Cl)cc2)ccc1=O)N1CCN(c2ccccc2)CC1	-3.2	4.4	8.6	5.8	-7.1	5.3	-2.1	20.0
COc1ccc(-c2nnnn2CCc2ccccc2)cc1	-7.9	11.2	-3.9	-9.3	-15.2	-15.2	-11.3	-1.8
CCn1c(SCC(=O)Nc2c(C#N)cnn2-c2ccccc2)nnc1-c1cccs1	-2.1	1.9	2.7	7.0	5.8	-0.1	0.9	-6.3
Cc1ccsc1C(=O)NCCc1nnc2ccccn12	-17.4	5.5	-52.5	-5.4	-22.4	-41.6	-5.4	0.7
O=C(Nc1nccs1)c1cc2sccc2n1Cc1ccc(Cl)cc1	11.5	7.5	-4.7	5.0	3.5	-2.8	-4.3	13.8
COc1ccc(-c2ccnc3nc(Sc4ncc(C(F)(F)F)cc4Cl)nn23)cc1	3.0	-15.1	3.6	15.6	-0.8	3.8	5.0	19.3
CCOc1ccc(C2C3=C(Nc4nc(N)[nH]c(=O)c42)c2ccccc2C3=O)cc1 (configuration not stated)	-11.4	2.9	9.6	-54.0	-2.8	9.3	-1.3	2.5
Cc1cc(C)c(NC(=O)CN2CCN(C)CC2)c(C)c1	-9.2	4.1	9.0	-9.2	-5.2	3.1	-6.2	-16.9
CN(C)C(CNS(=O)(=O)c1ccc(F)cc1)c1cccnc1 (configuration not stated)	5.4	-5.4	5.5	-1.4	0.8	2.9	-2.6	-14.2
O=C(CN1CCN(c2ccccc2)CC1)Nc1c(C(=O)C2CC2)oc2ccccc12	-1.0	-0.3	16.7	9.7	-6.3	-16.0	-4.2	15.4
Cc1ccc([N+](=O)[O-])cc1S(=O)(=O)N1CCN(C)CC1	12.4	6.8	16.8	3.7	13.1	3.6	-5.1	-9.7
CSc1cc(-c2ccco2)oc1C(=O)c1ccco1	7.9	-1.3	-6.5	-15.3	-0.1	-0.8	0.7	15.2
COc1ccc(C(=O)OCC(=O)N2CC(=O)Nc3ccccc32)cc1Br	-1.7	10.4	-29.4	-5.7	-13.5	-23.4	-1.8	13.0
O=C(O)c1cc(O)c2c(c1)C(=O)c1cccc(O)c1C2=O	9.1	4.2	10.5	-25.1	8.0	-1.2	40.2*	-1.0
O=C(Nc1csc(Cc2c(Cl)cccc2Cl)n1)NN1CCOCC1	2.8	8.0	-0.9	7.1	4.5	-2.7	4.2	3.9
O=C(NC(=O)N1CCN(c2ccc([N+](=O)[O-])cn2)CC1)c1ccccc1F	-9.8	-1.5	14.8	-0.7	9.1	-3.0	-2.4	-23.8
CC(C)Cn1c(N)c(C(=O)COC(=O)c2ccccc2Cl)c(=O)n(C)c1=O	-3.0	-6.7	-7.8	-3.0	4.2	14.2	-4.3	8.7
O=C(NCCCNc1ccc(C(F)(F)F)cc1[N+](=O)[O-])c1ccc(F)cc1	8.0	3.4	10.0	-16.5	11.7	-1.4	-8.8	19.7
COc1ccc(/C=N/Nc2ccccn2)cc1O	12.4	33.1	-5.7	-14.8	-77.1	-4.0	-4.8	4.3
O=C(CSc1nnc(-c2ccco2)o1)c1ccccc1Cl	-6.9	-0.8	-4.2	10.3	1.3	-9.7	3.8	1.8
Cc1nn(C)c(C)c1CN(Cc1nc(-c2ccc(F)cc2F)oc1C)C1CC1	3.7	-2.3	6.0	-3.2	-0.4	5.1	-5.4	3.1
COc1cc(NC(=S)NC(=O)c2cccs2)ccc1NC(=O)C(C)C	-8.3	-1.5	-58.3	-5.0	-19.2	-78.3	5.5	-7.5
Cc1cccc(N2CCN(C(=O)c3ccc(NS(=O)(=O)c4ccc5[nH]c(=O)[nH]c5c4)cc3)CC2)c1C	4.8	3.6	-0.3	7.4	2.4	2.8	15.4	24.8
COc1ccc(-n2c(C)cc(C(=O)COc3ccc(C)nc3[N+](=O)[O-])c2C)cc1	-10.0	-4.3	-10.8	-3.3	6.7	28.4	-0.4	17.2
Cc1cc(C)c(C)c(S(=O)(=O)NCCCN2CCCC2=O)c1C	-5.2	-2.1	9.6	4.0	-2.8	20.8	0.1	8.4
CC(=O)N(C)c1ccc(NC(=O)Nc2ccc(C)cc2)cc1	-0.4	1.6	-5.4	6.2	-30.2	-18.9	-3.9	2.3
Cc1ccc(S(=O)(=O)N2C/C=C\CN(S(=O)(=O)c3ccccc3Br)CC2)cc1	·	-10.3	-3.2	·	·	-3.7	-1.4	17.7
CC(c1ccccc1)C1CC(=O)N(c2ccccc2)C1=O (configuration not stated)	-1.9	16.7	1.8	-3.1	-10.4	20.2	-0.7	0.1
Cc1ccc(CSCC(=O)Nc2ccc3c(c2)OCO3)cc1	10.9	1.4	12.6	-4.9	-6.5	15.2	1.4	10.6
Cc1[nH]c(=O)[nH]c(=O)c1NC(=O)c1ccc(OC(C)C)cc1	0.3	-2.8	10.3	2.7	-0.2	1.7	-6.0	-14.7
CCC(C)(C)N(C(=O)CCC(=O)Nc1cc(C)on1)C(C(=O)NC(C)(C)C)c1ccc(OC)cc1 (configuration not stated)	0.7	-2.3	12.7	0.3	4.7	-12.7	4.4	-4.9

Copied from the list.
Under HKDC1 inhibitor, O=C(NCCCNc1ccc(C(F)(F)F)cc1[N+](=O)[O-])c1ccc(F)cc1 reads -8.8
Under Gli-Sufu antag, CCCCn1c(CCC(=O)O)nc2cc(S(=O)(=O)N3CCCC3)ccc21 reads 8.2
Under Gli-Sufu antag, CSc1cc(-c2ccco2)oc1C(=O)c1ccco1 reads -0.8
Under 697 NFkB inh, CCn1c(SCC(=O)Nc2c(C#N)cnn2-c2ccccc2)nnc1-c1cccs1 reads 2.7
Under Apaf1 inhib, Cc1cc(C)c(NC(=O)CN2CCN(C)CC2)c(C)c1 reads -16.9
Under Jurkat NFkB inh, COc1ccc(C(=O)C2C(c3ccc(-c4ccccc4[N+](=O)[O-])o3)NC(=O)NC2(O)C(F)(F)F)cc1 (configuration not stated) reads 3.8
